# Compound activity deposited in PubChem BioAssay by Sanford-Burnham Center for Chemical Genomics.
# TAG inh: inhibitors of triacylglycerol accumulation; H9c2 cells, Nile Red lipid (TAG) fluorescence; cells loaded with 200 µM oleic acid; inhibition, % at 12.5 µM; 0.66% of 230,000 active; AID 651582;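 active = pattern-corrected inhibition of lipid staining of at least 50% with the nuclear-stain viability signal not falling by more than 50%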;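 note: 0% = DMSO wells and 100% = triacsin C control wells; some results filed as inactive read as strong as hits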
# TAG inh DAPI viability: recorded beside TAG inh, whose call it bears; DAPI nuclei signal change (viability), lower = more cytotoxic, %;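 whole-well DAPI fluorescence read on a plate reader as a viability signal; minus 50 percent equals half of cells still viable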
# * = called active by the depositor; i = inactive. Only part of the results is shown. The share of hits here may be higher or lower than overall.
SMILES,TAG inh,TAG inh DAPI viability
CCCN(C(=O)Cc1coc2cc(OC)ccc12)C1CCS(=O)(=O)C1 (configuration not stated),12,-4
COc1cccc(OC)c1OC(=O)c1ccccc1,-39,9
CC(CC(=O)O)n1nnc2ccccc21 (configuration not stated),8,-3
CCOC(=O)c1cc(=O)c2ccc(OCC(=O)Nc3ccc(F)cc3)cc2o1,10,-9
O=C(NC(Cc1ccccc1)c1nc2ccccc2[nH]1)C1CC(=O)N(c2ccc3c(c2)OCCO3)C1 (configuration not stated),-14,2
CN(NC(=O)c1ccccc1Cl)c1ncc(C(F)(F)F)cc1Cl,-10,2
COc1ccc(NC(=O)/C(C#N)=C/c2ncc([N+](=O)[O-])n2C)c(OC)c1,6,-1
O=C(Oc1ccc[nH]c1=O)C1CC1,-4,-2
COc1ccc(-c2coc3c(C(=O)N4CCN(C)CC4)cccc23)c(C)c1,3,-6
COCCNC(=S)N/N=C(\C)c1ccc(Cl)c(Cl)c1,15,7
COc1ccc(OC)c(N(CC(=O)Nc2ccc3c(c2)OCCO3)S(C)(=O)=O)c1,9,1
Cc1ccc(Cc2cc(-c3ccc(C)cc3)n[nH]c2=O)cc1,2,1
Cc1ccc2c(c1)C(C)(C)[C@]1(C)NC(=O)CCN21,-7,18
C/C(NC(=O)c1ccccc1)=C1/C(=O)CC2C1C2(C)C (configuration not stated),10,-14
O=C1c2ccccc2NC(c2ccc(F)cc2)N1Cc1ccco1 (configuration not stated),-28,20
F[B-](F)(F)c1cnc2ccccc2c1,2,1
Cc1ccc(C(=O)OCC(=O)Nc2ccc3[nH]c(=O)[nH]c3c2)o1,12,-2
COc1ccc(-n2nc(C(=O)Nc3ccc4c(c3)OCO4)c3c4ccccc4n(C)c3c2=O)cc1,66*,8.8*
CCOc1cc2[nH]c(=O)n(CCC(=O)NCc3ccc(OC)cc3)c(=O)c2cc1OCC,19,23
CCc1ccc(C2CC(c3ccc(Cl)cc3)=NNC2=O)cc1 (configuration not stated),-5,11
COc1ccc(-n2cnc3c(cnn3CCC#N)c2=N)cc1,-2,8
Cc1c(NC(=O)Nc2ccc(Cl)c(Cl)c2)c(=O)n(-c2ccccc2)n1C,-172,22
CCOc1ccc(S(=O)(=O)NCCSc2ccccc2)cc1,-14,3
CC1(C)CN(Cc2ccccc2)C(=O)[C@H]1CC(=O)Nc1ccc(Br)cc1,0,-15
COc1ccc(/C=C2\SC(=O)N(CCNC(=O)CN3C(=O)NC4(CCCC4)C3=O)C2=O)cc1,3,-6
O=C(Nc1c[nH]c2c(Cl)cccc2c1=O)N1CCN(c2ccccn2)CC1,4,-3
Cc1c(C(=O)O)c(-c2ccccc2)nn1-c1ccccc1,-3,3
COc1cc(/C=C2/SC(=S)N(c3c(C)n(C)n(-c4ccccc4)c3=O)C2=O)ccc1O,8,3
CCCC(=O)N1CCN(c2ccc(NC(=O)C(C)(C)C)cc2Cl)CC1,1,0
C(=N\NC1=NCCN1)/c1ccncc1,-4,-10
O=C1C(=O)N(CCCO)C(c2ccccc2)/C1=C(\O)c1ccc(Br)cc1 (configuration not stated),-6,-3
Cc1ccc(COC(=O)c2cccc(S(=O)(=O)N3CCCCCC3)c2)cc1,-5,-2
CCCN[C@@H]1C(=O)N2C(C(=O)OCCC)=C(C)CS[C@H]12,11,-4
CN(CC(=O)NC1CCCC1)S(=O)(=O)c1cccc(Cl)c1,3,4
O=C(NCCOc1ccccc1F)C1CC(=O)N(c2ccc3c(c2)OCCO3)C1 (configuration not stated),-14,-2
CCc1ccc(C(=O)NNC(=O)c2cccc(S(=O)(=O)N3CCN(C)CC3)c2)cc1,5,-1
Cc1cc(NC(=O)CSc2nnc(Cc3ccccc3)n2C)no1,-9,4
CCn1c(SC)nnc1-c1nn(-c2ccccc2)ccc1=O,-3,6
Cc1cc(NC(=O)CSc2nnc(-c3ccncc3)n2N)ccc1Br,23,-5
CCN(CC)C(=O)[C@H]1CC(CC(=O)NCc2ccc(OC)c(OC)c2)C(=O)N2CCc3c([nH]c4ccccc34)[C@]12C (some centres not stated),16,-10

# Ordered by formula weight (highest first): 7 of the compounds above
SMILES,TAG inh,TAG inh DAPI viability
O=C1C(=O)N(CCCO)C(c2ccccc2)/C1=C(\O)c1ccc(Br)cc1 (configuration not stated),-6,-3
CC1(C)CN(Cc2ccccc2)C(=O)[C@H]1CC(=O)Nc1ccc(Br)cc1,0,-15
O=C(NCCOc1ccccc1F)C1CC(=O)N(c2ccc3c(c2)OCCO3)C1 (configuration not stated),-14,-2
Cc1ccc(COC(=O)c2cccc(S(=O)(=O)N3CCCCCC3)c2)cc1,-5,-2
CCCC(=O)N1CCN(c2ccc(NC(=O)C(C)(C)C)cc2Cl)CC1,1,0
Cc1cc(NC(=O)CSc2nnc(Cc3ccccc3)n2C)no1,-9,4
COc1ccc(-n2cnc3c(cnn3CCC#N)c2=N)cc1,-2,8

# More entries
SMILES,TAG inh,TAG inh DAPI viability
S=C(S)N1CCCC1,8,5
Fc1cccc(NC(=S)NCc2ccc(Cl)cc2)c1,-9,21
COc1cccc(C(=O)Nc2nnc(-c3ccc(F)cc3)o2)c1,1,1
CN1CCN(S(=O)(=O)c2ccc(N3CCN(C(=O)c4ccccc4)CC3)nc2)CC1,-11,8
Cn1cc([N+](=O)[O-])c(C(=O)Nc2ccc(C3CCCCC3)cc2)n1,82,-74
N#C/C(=C(/O)COC(=O)COc1cccc(Br)c1)c1nc2ccccc2[nH]1,-8,2
CCCN1C2CCCC1CC(NC(=S)Nc1cccc(C)c1C)C2 (configuration not stated),18,-8
CC(C)(C)c1ccc(C(=O)N2CCN(c3nc4ccccc4o3)CC2)cc1,-7,1
COc1ccccc1N1CCN(S(=O)(=O)c2ccc3c(c2)NC(=O)C(C)C(=O)N3)CC1 (configuration not stated),3,-18
COc1ccc(NC(=O)CSc2nc3c(c(=O)n2-c2ccc(F)cc2)SCC3)cc1,-6,1
COc1cc(NC(=O)CSc2cc(C)c3cc(C)cc(C)c3n2)c(C(=O)O)cc1OC,5,-3
c1ccc(-n2c(Sc3cnccn3)nnc2-c2cccs2)cc1,16,-19
O=C(NC1CCC(O)CC1)c1cc(-c2ccc(Cl)cc2)nc2ccccc12 (configuration not stated),10,-3
CCc1cc(CC)c(/C=N/NC(N)=O)c(CC)c1/C=N/NC(N)=O,12,-14
COC(=O)C1=CN(C)C=C(C(=O)OC)C1c1ccc(Cl)cc1Cl,8,6
O[C@H]1CN(Cc2cccs2)[C@@H](c2ccccc2)C[C@@H]1n1cc(C2CC2)nn1,-16,4
CC(=O)NNC(=S)NCCc1ccccc1,-11,10
CCOC(=O)Nc1ccc(Cc2ccncc2)cc1,-9,10
Cc1noc(C)c1CSCC(=O)Nc1ccc(Br)cc1Cl,-20,8
COc1ccc(-n2nnnc2-c2cn(C)nc2C(F)(F)F)cc1,-23,-7

# In a second layout: entries from further up.
# Each structure is followed by: TAG inh	TAG inh DAPI viability
> CCc1cc(CC)c(/C=N/NC(N)=O)c(CC)c1/C=N/NC(N)=O
→ 12	-14
> COC(=O)C1=CN(C)C=C(C(=O)OC)C1c1ccc(Cl)cc1Cl
→ 8	6
> O[C@H]1CN(Cc2cccs2)[C@@H](c2ccccc2)C[C@@H]1n1cc(C2CC2)nn1
→ -16	4

# Other compounds
SMILES,TAG inh,TAG inh DAPI viability
O=C(O)c1ccccc1-c1ccc(C=c2sc3nc4cc(Br)cnc4n3c2=O)o1,2,6
COc1cccc(N2C(=O)C3CCCN3C2c2ccc(Cl)cc2)c1 (configuration not stated),3,2
CCCCN(Cc1ccco1)C(=O)c1cc2c(=O)[nH]c3ccc(C)cc3c2s1,13,-11
O=C(CNC(=O)c1ccc(Cl)cc1)NNC(=O)c1ccc(Br)cc1,7,-5
CCCNC1(C(N)=O)CCN(Cc2ccccc2)CC1,-6,7
Cn1c(SCC2CCCO2)nnc1-c1cccc([N+](=O)[O-])c1 (configuration not stated),11,0
Cc1noc(C)c1C(=O)N1CCCC(N2CCN(c3cccc(C(F)(F)F)c3)CC2)C1 (configuration not stated),21,-5
COc1cccc(/C=N/NC(=O)c2nnn(-c3nonc3N)c2CN(C)C2CCCCC2)c1,-6,5
COc1cc(/C=C/c2nc3ccccc3s2)cc(OC)c1O,-4,6
O=C(O)c1ccccc1C(=O)OCCCc1ccncc1,7,6
COc1ccc(OC)c(NC(=O)COc2coc(CN3CCCc4ccccc43)cc2=O)c1,-12,1
CCOC(=O)C1(Cc2ccc(OC)cc2)CCN(C(=O)c2cc3ccccc3[nH]2)CC1,-8,13
CCCCOc1ccc(C(=O)NCC(=O)NC2CCC(C)CC2)cc1 (configuration not stated),-1,-6
COc1ccc(CC(=O)NNC(=O)c2c(-c3ccccc3Cl)noc2C)cc1OC,2,-3
O=C(OCC(=O)N1CCOCC1)c1ccccc1OCc1ccccc1Cl,2,-10
CC(C)C[C@H]1CN=C(Nc2ccccc2)N1CC1CCCC1,3,7
COc1ccc2nc(NC(=O)CSc3nc4cccnc4n3C)sc2c1,-27,-1
COc1ccc(C(=O)Oc2c(CN3CCOCC3)cc(Cl)c3cccnc23)cc1,78,-55
Cc1ccc(C(=O)N2CCn3c(C)ccc3C2C)cc1 (configuration not stated),-11,13
CC1CCCC(NC(=O)c2ccncc2)C1C (configuration not stated),4,-2

# Random excerpt: four records from the list, in no set order.
SMILES,TAG inh,TAG inh DAPI viability
CCCCN(Cc1ccco1)C(=O)c1cc2c(=O)[nH]c3ccc(C)cc3c2s1,13,-11
Cc1noc(C)c1C(=O)N1CCCC(N2CCN(c3cccc(C(F)(F)F)c3)CC2)C1 (configuration not stated),21,-5
COc1cc(/C=C/c2nc3ccccc3s2)cc(OC)c1O,-4,6
COc1ccc(OC)c(NC(=O)COc2coc(CN3CCCc4ccccc43)cc2=O)c1,-12,1

# (further entries)
SMILES,TAG inh,TAG inh DAPI viability
Cc1ccc(O)c(-c2cc(C(F)(F)C(F)F)[nH]n2)c1,0,-5
COc1ccc(S(=O)(=O)N(C)CC(=O)Nc2ccc3c(c2)OCCO3)cc1OC,10,-5
O=C(Cc1ccccc1[N+](=O)[O-])Nc1cccc(S(=O)(=O)NC2=NCCCCC2)c1,-5,2
CCCCNc1c(-c2ccc(-c3ccc(OC)cc3)c(OC)c2)nc2ccccn12,-4,i
COc1ccc(C(=O)Nc2c(N)nc(SCC(=O)Nc3ccc(NC(C)=O)cc3)[nH]c2=O)cc1,-8,2
Cc1ccc(N(C)C(=O)C2CCN(S(=O)(=O)c3ccc4c(c3)oc(=O)n4C)CC2)cc1,5,2
CCc1[nH]nc2c1C1(CCN(C(=O)OCc3ccccc3)CC1)C(C#N)=C(N)O2,-5,14
Cc1cc2nc(NC(=O)C3(C)CCN(C)C3)[nH]c2cc1C (configuration not stated),32,-1
COCc1[nH][nH]c(=O)c1C=Nc1ccc(Cl)cc1,-4,4
O=c1c(-c2ccc(Oc3ccccc3)cc2)[n+]([O-])c2ccccc2n1OCc1ccccn1,18,1
O=C(COc1ccc2ccc(=O)oc2c1)c1ccccc1,-9,-2
Cc1ccc(NC(=O)Nc2ccc(S(N)(=O)=O)cc2)cc1,0,-4
COc1ccc(Br)cc1CNC(=O)Nc1cccs1,2,2
CCOC(=O)N/N=C/c1c[nH]c2ccccc12,17,19
OC[C@@H]1CN(CCN2CCOCC2)C[C@H](n2cnc3c(NCc4ccc(F)cc4)ncnc32)O1,-6,10
CCN(CC)S(=O)(=O)c1ccc2c(c1)nc(CCC(=O)OCc1c(C)noc1C)n2C,11,9
O=C(NCc1ccncc1)C(=O)NCC1OCCN1S(=O)(=O)c1cc(F)ccc1F (configuration not stated),15,1
CCOC(=O)c1ccccc1NC(=O)COC(=O)C1CC(=O)N(c2ccc3c(c2)OCCO3)C1 (configuration not stated),3,-1
N#Cc1nc(COc2ccc(Br)cc2)oc1N1CCCCCC1,-9,-11
O=C(NNS(=O)(=O)c1cc(Cl)c(Cl)cc1Cl)c1cccnc1,13,3
Cc1cccc(/C=N/n2c(-c3ccccc3)n[nH]c2=S)c1O,7,-12
Cc1cccnc1C(NC(=O)C1CCN(CCOc2ccc(F)cc2)CC1)c1ccc(Cl)cc1 (configuration not stated),-20,10
COc1ccc(C(=O)Nc2ccc(C3(C#N)CCCC3)cc2)cc1OC,2,-5
CC(C)(C)NC(=O)CSc1nnc(NC(=O)CCn2cnc3ccccc3c2=O)s1,-7,6
COc1ccc(C(=O)NN=C2CCCC2)c(OC)c1,-14,0
Nc1nc(=S)n(-c2ccccc2)[nH]1,-8,1
O=C(Nc1ccc2c(c1)C(=O)N(c1ccccc1)C2=O)C1CCCO1 (configuration not stated),9,-7
O=C(CNCC1CCCO1)NCc1ccco1 (configuration not stated),-6,6
COc1ccc(NC(=O)N2CCNC(=O)C2CC(=O)Nc2ccc(F)cc2)cc1 (configuration not stated),-5,3
CC#CC(=O)N1CCC(CO)(CCc2ccccc2)CC1,12,-6
CC1(C)Cc2c(c(N3CCOCC3)nc3sc(C#N)c(N)c23)CS1,21,18
CC1(C)CC(=O)c2c(S(C)(=O)=O)sc(Br)c2C1,8,2
O=C1C=C(c2cnc3ccccc3c2)C[C@@H](c2ccc3c(c2)OCO3)C1,-25,0
CC(C(=O)Nc1cccnc1)c1ccc([N+](=O)[O-])cc1 (configuration not stated),9,-5
COc1ccccc1OCC(=O)Nc1ccc(C(=O)Nc2ccccc2C(=O)O)cc1,-10,2
Cn1c(=O)c2[nH]c(C3CCCC3)nc2n(C)c1=O,-6,-3
CCOC(=O)/C=C/C(=O)OCC(=O)Nc1c(Cl)cccc1Cl,5,17
COc1ccc(N=Nc2c(N)n[nH]c2N)cc1,8,-2
C=CCOC(=O)c1cc(-c2ccc(/C=C3\C(=O)NC(=O)C(C#N)=C3C)o2)ccc1Cl,11,-20
O=C(c1c(O)cc(O)cc1O)C1c2c(cc(O)c3c2O[C@H](c2ccc(O)cc2)[C@@H](O)C3)OC1c1ccc(O)cc1 (some centres not stated),5,-11
COC(C(=O)Nc1cc([N+](=O)[O-])ccc1C)c1ccccc1 (configuration not stated),-27,-4
COc1cc(C(O)c2nc(-c3cccc(C(C)C)c3)cs2)ccc1F (configuration not stated),-12,7
